Tau fluor counter: Counterscreen qHTS for Inhibitors of Tau Fibril Formation, Fluorescence Polarization; tau K18 P301L Alexa594 fluorescence, heparin fibrillization; 0.93% of 280,000 active; Potency, µM (highest dose often 57.7 µM), for inactives: at the top dose activity change, negative = decrease; further: nearly all actives have a fitted effect of over 55% in size
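Human K18 P301L tau (15 uM unlabeled plus 0.24 uM Alexa 594-labeled, final) in 100 mM sodium acetate pH 7 was mixed with compound and 20 uM heparin and incubated 6 hr at 37 C.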
Tau ThT inhib: qHTS for Inhibitors of Tau Fibril Formation, Thioflavin T Binding; Microtubule-associated protein tau (Homo sapiens), P10636; 2.1% of 270,000 active; recombinant tau K18 P301L (four-repeat tau fragment), heparin-induced fibrillization, ThT fluorescence; Potency, µM (top dose mostly 57.4 µM), for inactives: at the highest dose activity, negative = inhibition, actives largely listed as inhibitors; further: nearly all actives have a fitted effect of over 55% in size
Target sequence (P10636 561-689 P618L limits assumed): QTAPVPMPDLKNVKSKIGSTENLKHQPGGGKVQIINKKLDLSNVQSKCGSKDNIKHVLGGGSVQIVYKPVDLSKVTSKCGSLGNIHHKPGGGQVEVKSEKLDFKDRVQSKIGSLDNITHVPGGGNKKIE
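In this qHTS, human K18 P301L tau is incubated with compound and heparin for 6 hr at 37 C, and Thioflavin T fluorescence then reports fibril load.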
TRb-SRC2 inh: qHTS for Inhibitors of the Interaction of Thyroid Hormone Receptor and Steroid Receptor Coregulator 2; TRbeta-SRC2 peptide binding, fluorescence polarization; receptor liganded with 1 µM T3; AID 1469, 2008; Thyroid hormone receptor beta (Homo sapiens), P10828; Potency, µM (top dose mostly 106 µM), for the others: at the highest dose activity change, negative = inhibition, hits mostly inhibitors; 0.065% of 280,000 active;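 further: plate controls were bound peptide for no effect and peptide without receptor for full effect; nearly all actives have a fitted effect of over 50% in size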
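Fluorescence polarization of 20 nM Texas Red SRC2 peptide (20-aa NR interaction domain) bound to 0.6 uM human TRb ligand-binding domain, with 1 uM T3, after 5 hr at ambient temperature; inhibition seen as decreased polarization.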
L3MBTL1 inh: qHTS Assay for the Inhibitors of L3MBTL1 | AlphaScreen L3MBTL1–H3K9me1 peptide binding | 0.66% of 230,000 active | Lethal(3)malignant brain tumor-like protein 1 (Homo sapiens), Q9Y468 | AID 485360, 2010 | Potency, µM (doses to about 57.1 µM), without a hit: top-dose activity, negative = inhibition, actives largely listed as inhibitors; further: nearly all actives have a fitted effect of over 60% in size
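Read-out is AlphaScreen signal from streptavidin donor and nickel chelate acceptor beads (10 ug/mL final each) bridging L3MBTL1 (50 nM) and biotinylated K9-monomethylated H3(1-15) peptide (75 nM), after 30 min compound exposure at room temperature.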
ALDH1A1 block: qHTS Assay for Inhibitors of Aldehyde Dehydrogenase 1 (ALDH1A1); Potency, µM (highest dose often 75.3 µM), without a hit: at the highest dose activity, negative = inhibition, most hits filed as inhibitors; 7.3% of 220,000 active; Aldehyde dehydrogenase 1A1 (Homo sapiens), P00352; Purified ALDH1A1, NADH fluorescence, propionaldehyde substrate; active means well fitted inhibition curve with a large enough effect, not every such curve was filed as active; inconclusive means small, poorly fitted or top-dose-only effect, or another doubt; inactive means no such curve, though single readings can be large or run the other way;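 further: plate controls were no enzyme wells and a reference inhibitor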
Target sequence (P00352 whole entry, looked up): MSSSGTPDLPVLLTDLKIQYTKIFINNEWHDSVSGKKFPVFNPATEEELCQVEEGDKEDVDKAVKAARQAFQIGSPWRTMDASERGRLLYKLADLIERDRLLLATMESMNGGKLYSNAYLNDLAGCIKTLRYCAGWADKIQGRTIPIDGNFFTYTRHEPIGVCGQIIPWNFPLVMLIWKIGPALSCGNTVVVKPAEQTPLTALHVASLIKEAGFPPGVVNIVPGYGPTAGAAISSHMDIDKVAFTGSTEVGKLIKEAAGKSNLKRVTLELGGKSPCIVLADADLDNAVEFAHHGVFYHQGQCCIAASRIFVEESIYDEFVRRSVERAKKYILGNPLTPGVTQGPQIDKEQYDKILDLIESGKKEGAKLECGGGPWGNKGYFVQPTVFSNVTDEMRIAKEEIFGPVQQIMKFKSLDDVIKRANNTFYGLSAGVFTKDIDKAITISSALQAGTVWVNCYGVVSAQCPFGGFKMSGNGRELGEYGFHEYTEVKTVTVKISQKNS
Tau FP inhib: qHTS for Inhibitors of Tau Fibril Formation, Fluorescence Polarization; Microtubule-associated protein tau (Homo sapiens), P10636; K18 P301L tau heparin fibrillization, Alexa594 FP, 6 h; Potency, µM (highest dose often 57.7 µM), for inactives: at the top dose activity, negative = inhibition, usual class: inhibitors; 0.39% of 280,000 active; AID 1468, 2008; further: nearly all actives have a fitted effect of over 55% in size
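Quantitative HTS format: compounds meet 15 uM recombinant K18 P301L tau and Alexa 594-tau tracer in 100 mM sodium acetate pH 7; 20 uM heparin triggers fibrillization at 37 C over 6 hr; FP gives the signal.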
aGal spleen mod: qHTS Assay for Inhibitors and Activators of Human alpha-Galactosidase From Spleen Homogenate. 0.008% of 240,000 active. AID 2107, 2009. Potency, µM (highest dose often 80 µM), for inactives: at the top dose activity change, negative = inhibition, hits mostly inhibitors. human spleen homogenate, 4MU-alpha-Gal fluorescence, 40 min;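 further: 0% = enzyme with vehicle and -100% = no enzyme basal signal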
Target sequence (P06280 32-429 limits assumed): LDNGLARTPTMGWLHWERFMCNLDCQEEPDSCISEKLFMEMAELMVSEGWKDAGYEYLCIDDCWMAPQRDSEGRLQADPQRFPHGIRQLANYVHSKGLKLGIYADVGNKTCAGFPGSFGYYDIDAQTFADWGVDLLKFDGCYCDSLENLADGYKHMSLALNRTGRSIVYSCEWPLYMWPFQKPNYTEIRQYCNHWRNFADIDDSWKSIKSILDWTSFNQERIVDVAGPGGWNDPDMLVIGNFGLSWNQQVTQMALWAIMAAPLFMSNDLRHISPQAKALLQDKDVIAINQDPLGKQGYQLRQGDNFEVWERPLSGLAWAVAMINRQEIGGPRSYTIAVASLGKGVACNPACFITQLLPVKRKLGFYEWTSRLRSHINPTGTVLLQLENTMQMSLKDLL
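Fluorogenic readout (Ex 365/Em 440 nm) of 4-methylumbelliferone released from 1 mM 4-MU-alpha-galactoside by spleen homogenate, 40 min at 37C, pH 5.0. Data normalized to no-enzyme and enzyme controls; Hill-equation AC50 from compound titrations.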
TR SRC2 fluor cs: Total Fluorescence Counterscreen for Inhibitors of the Interaction of Thyroid Hormone Receptor and Steroid Receptor Coregulator 2. TRb/SRC2 Texas Red total fluorescence interference. Potency, µM (doses to about 106 µM), inactives show at the highest dose fluorescence change, negative = quenching. 0.29% of 280,000 active. AID 1479, 2009; active means well fitted curve in either direction with a large enough effect; inconclusive means small, poorly fitted or top-dose-only effect
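Human TRβ ligand-binding domain (0.6 uM) and Texas Red SRC2 peptide (20 nM) in Tris buffer with 1 uM T3 and 5% DMSO were incubated with pinned compound for 5 hr at ambient temperature. Total fluorescence was computed as S + 2P (555/632 nm).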
* = called active by the depositor; ? = inconclusive; · = no result given; ! = a repeat was not active; [ ] = another dose, or the depositor's remark. Unless noted, the call rests on the fitted dose curve; in most records, active means well fitted curve in the direction sought with a large enough effect; inconclusive means small, poorly fitted or top-dose-only effect, or another doubt; inactive means no such curve, though single readings can be large; an effect the other way counts as inactive or inconclusive. Unless noted, on the % scale 0 is the no-effect control and ±100 the full control effect; potency means the concentration at half of the fitted maximal effect. Outcome played no part in choosing rows (roughly 8.5% active in at least one column).

SMILES | Tau fluor counter | Tau ThT inhib | TRb-SRC2 inh | L3MBTL1 inh | ALDH1A1 block | Tau FP inhib | aGal spleen mod | TR SRC2 fluor cs
COc1cc(NC(=O)c2cc3nc(-c4ccccc4)cc(-c4ccccc4)n3n2)cc(OC)c1OC | ? | ? | 0% | 0% | 1% | 5% | 7% | -2%
Cc1cc(C)cc(N(CCC#N)C(=O)CSc2nc3nc(C)cc(C)n3n2)c1 | 2% | -1% | 0% | -3% | 4% | 0% | -5% | -2%
Cc1noc(NS(=O)(=O)c2ccc(NC(=O)C34CC5CC(C3)CC(n3cnc(Br)n3)(C5)C4)cc2)c1C | -7% | -13% | 1% | 4% | 3% | 8% | 11% | -4%
CS(=O)(=O)N1CCN(c2ccc([N+](=O)[O-])cc2F)CC1 | -8% | -17% | 8% | -28% | 3.2µM* | -1% | 1% | -3%
CC1(C)CC(NC(=O)CSc2ccccc2)CC(C)(C)N1 | -1% | -2% | -3% | -3% | -5% | 2% | 2% | -3%
O=C(NCC(F)(F)F)N1CCOCC1 | -8% | -5% | -3% | · | 3% | 0% | 19% | -5%
C=C(c1ccc(OCCO)cc1)c1ccc(OCCO)cc1 | 0% | -6% | -9% | -14% | 3% | 1% | -6% | -1%
O=C1c2ccccc2C(=O)N1CSc1ncccn1 | 2% | -3% | -4% | -4% | -2% | 4% | 5% | -1%
COc1ccc2c(CNC3CCCCCC3)c(C(=O)O)n(Cc3cccc(F)c3)c2c1 | -3% | 9% | 2% | · | · | -1% | · | -2%
CCOC(=O)c1c(NC(=O)CSc2nnc(CN3CCOCC3)n2C)sc2c1CCCC2 | 2% | 3% | 8% | -4% | ? | -1% | -2% | 2%
O=C(Cn1nnc(-c2ccccc2F)n1)Nc1cccc2ncccc12 | -4% | -15% | 5% | -5% | -2% | -5% | -27% | 3%
O=C(c1cc2ccccc2oc1=O)N(Cc1cccs1)CC1CCCO1 (stereo unspecified) | -5% | -4% | 11% | -6% | -89% | 2% | -2% | 2%
CCCn1nnc(NC(=O)C(C)Oc2ccc(Cl)cc2Cl)n1 (stereo unspecified) | -2% | 0% | -2% | -4% | ? | -1% | 5% | 3%
CC1(C(=O)N(c2ccccc2)C(C(=O)NC2CCCC2)c2ccccn2)CC(=O)N=C2C=CC=CN21 (stereo unspecified) | -7% | -1% | -10% | -2% | ? | 2% | ? | 0%
Cn1nccc1CNC(=O)c1c(Cl)cnn1C | 7% | -1% | -13% | 4% | 16% | 5% | -4% | -1%
CSc1nsc(SCC(=O)Nc2ccccn2)n1 | -14% | -21% | 3% | 4% | -2% | -2% | 4% | -4%
O=C(COC(=O)c1ccccc1NC(=O)c1ccco1)NCCC1=CCCCC1 | -12% | -5% | 4% | · | ? | -13% | 4% | 2%
COC(=O)c1ccc(OC)c(Cn2c(=O)n(-c3cccc(Cl)c3)c(=O)c3c2c2cc(C)ccc2n3C)c1 | -5% | 3% | -5% | · | · | ? | · | -3%
Cc1cc(C)c(NC(=O)C2CCN(c3nn4c(=O)cc(C)nc4s3)CC2)c(C)c1 | -2% | -12% | 2% | · | · | -9% | · | 0%
COc1ccc(CN2C=C3C(=O)C(C)(OC(=O)C4CCCC4)C(=O)C=C3C=C2c2ccsc2)cc1 (stereo unspecified) | -7%[11.6 µM] | 18µM*! | 6%[11.2 µM] | · | -10%[13.5 µM] | ? | 2%[17.5 µM] | 0%[11.2 µM]
CC1=C(c2ccc(C)c(C)c2)S(=O)(=O)N(Cc2ccc(C(=O)NCc3cccc(C)c3)cc2)C1=O | -5% | 4% | 8% | · | · | 3% | · | -23%
N#Cc1ccc(-c2ccc3c(c2)OCO3)nc1SCC(=O)OCc1ccccc1 | ? | ? | -4% | · | ? | 0% | ? | -1%
COc1ccc(N2C(=O)CC(SC(C)C)C2=O)cc1 (stereo unspecified) | 10% | 3% | 2% | 2% | -19% | 4% | 6% | -1%
CN(Cc1cccs1)C(=O)CSc1nc(N)cc(N)n1 | -4% | 1% | 2% | 7% | 9% | -8% | 4% | 1%
COc1ccc(-n2c(N)c(Br)c(=O)[nH]c2=O)cc1 | 1% | -9% | -2% | · | -24% | 2% | 6% | 0%
Cc1cc(NC(=O)CC#N)n(-c2nc3ccccc3[nH]2)n1 | -15% | -15% | 0% | 16% | · | -2% | -1% | -8%
Cc1ccc(S(=O)(=O)N2CCN(Cc3noc(CCC(=O)N4CCCCC4)n3)CC2)c(C)c1 | -5% | 2% | -12% | · | · | -1% | · | 0%
CCOC(=O)c1ccc(NC(=O)N2CCOCC2)cc1 | -1% | 5% | 5% | -21% | ? | -3% | 8% | -2%
CCOc1cc2[nH]c(=O)n(CCC(=O)N3CCN(c4cccc(Cl)c4)CC3)c(=O)c2cc1OCC | -24% | -12% | -4% | · | · | 0% | · | 0%
CCOC(=O)C(C)Oc1cccc2c(=O)n(CC(=O)NCc3ccc(F)cc3)ccc12 (stereo unspecified) | -44% | · | -4% | · | · | 10% | 3% | -3%
CCS(=O)(=O)Nc1ccc(C2=NN(C(=O)c3ccco3)C(c3ccc(C)cc3)C2)cc1 (stereo unspecified) | ? | -4% | 7% | -15% | ? | -9% | 5% | -2%
CC(NCc1ccc2c(c1)OCO2)C(=O)NC1CCCc2ccccc21 (stereo unspecified) | -5% | -7% | -5% | · | ? | -4% | -2% | 0%
COc1ccc(Br)cc1CNC(=O)c1cc2ccccn2n1 | -20% | -9% | 2% | · | · | ? | · | -3%
CCC1Oc2ccc(C)cc2N(CC(=O)NCCc2ccccc2)C1=O (stereo unspecified) | 1% | 8% | -6% | · | · | -9% | · | 0%
O=C(Nc1ccccn1)N1CCOCC1 | 5% | -10% | -4% | 1% | 13% | 5% | 2% | -3%
CCN(CC)CCNC(=O)c1cc2ccccc2nc1Cl | -4% | -3% | 2% | · | ? | -8% | 3% | -5%
Cc1ccc2nc(N(Cc3cccnc3)C(=O)c3ccco3)sc2c1 | -16% | -13% | -3% | · | · | -12% | · | -1%
CCOc1ccccc1CNC(=O)c1cnc2c(-c3ccc(OCC)c(OCC)c3)c(C)nn2c1C | -24% | ? | -7% | · | · | 7% | · | -3%
COC(=O)CN(C)C(=O)CC1C(=O)NCCN1CC(C)(C)C (stereo unspecified) | -9% | -18% | 1%[53 µM] | -1% | -2% | -8% | -2% | -2%[53 µM]
N=C1Sc2ccccc2C2=NCCCN12 | -17% | 7.1µM* | 4% | · | 10µM* | 14µM* | -10% | -3%
Cc1nn(C)cc1C1C2=C(CC(C)(C)CC2=O)N(c2ccccc2)C2=C1C(=O)CC(C)(C)C2 | -7% | -10% | -5% | · | ? | ? | 15% | 1%
Cc1ccc(-c2csc(/C(C#N)=C/Nc3ccc4c(c3)OCCO4)n2)cc1 | -18% | -12% | 2% | 1% | -1% | 6% | -6% | 9%
NC(=O)c1cc2ccccc2o/c1=N/NC(=O)c1cccs1 | 3% | ? | -4% | · | -8% | -6% | -7% | -7%
Cc1ccccc1N1CCN(Cc2nc(Cc3ccccc3)no2)CC1 | -6% | -11% | 0% | 10% | -5% | 3% | 0% | -3%
COC(=O)[C@@]1(Cc2ccccc2)[C@H]2c3cc(C(=O)N(C)C)n(Cc4c(CO)[nH]cc(C)c4=O)c3C[C@H]2CN1C(=O)c1ccccc1 | 1% | 1% | -4% | · | -4% | 6% | 13% | 1%
Cc1cc(-c2nnc(SCc3ccccn3)o2)no1 | 0% | -3% | -20% | -8% | ? | -8% | 3% | -2%
O=C(c1ccc(COc2ccc3ccccc3c2)o1)N1N=C(C(F)F)CC1(O)C(F)F (stereo unspecified) | -20% | ? | 8% | -2% | 7% | -7% | -5% | -2%
CCN(CC)C(C)CN1c2ccccc2Sc2ccccc21 (stereo unspecified) | 20µM*[quencher] | ? | -2% | · | ? | 11% | 20% | -1%
CC(NC(=O)C1CCN(S(=O)(=O)Cc2ccccc2)CC1)c1ccccc1 (stereo unspecified) | -9% | -3% | 0% | · | · | -3% | · | -3%
COc1ccc(S(=O)(=O)Nc2nnc(Cc3ccc(OC)c(OC)c3)s2)cc1 | 5% | 5% | 1% | -13% | 2% | 2% | 2% | -1%
CC(=O)c1cccc(NC(=O)Nc2cnn(Cc3ccc(Cl)cc3Cl)c2)c1 | 8.9µM*[quencher] | -10% | -7% | · | -8% | ? | -5% | 0%
Cc1ccc(/C=c2\sc3n(c2=O)CN(c2cccc(Br)c2)CN=3)o1 | -9% | ? | -10% | 8% | 20µM* | -3% | -13% | -1%
O=C(CNC(=O)c1ccc2c(c1)OCCO2)N/N=C/c1ccc(O)cc1O | -14% | -9% | -2% | -4% | -6% | -12% | -12% | 0%
Cc1ccn2cc(-c3cc4ccccc4oc3=O)nc2c1 | -7% | ? | 1% | 11% | ? | -1% | 6% | -4%
CCOC(=O)N1CCC(NC(=O)CCC(=O)N2CC(C)Oc3ccccc32)CC1 (stereo unspecified) | -4% | -7% | 4% | 0% | -8% | -2% | 2% | -1%

Retrieved by compound from above, 4 records:
SMILES | Tau fluor counter | Tau ThT inhib | TRb-SRC2 inh | L3MBTL1 inh | ALDH1A1 block | Tau FP inhib | aGal spleen mod | TR SRC2 fluor cs
COc1ccc(S(=O)(=O)Nc2nnc(Cc3ccc(OC)c(OC)c3)s2)cc1 | 5% | 5% | 1% | -13% | 2% | 2% | 2% | -1%
Cc1ccc(/C=c2\sc3n(c2=O)CN(c2cccc(Br)c2)CN=3)o1 | -9% | ? | -10% | 8% | 20µM* | -3% | -13% | -1%
O=C(CNC(=O)c1ccc2c(c1)OCCO2)N/N=C/c1ccc(O)cc1O | -14% | -9% | -2% | -4% | -6% | -12% | -12% | 0%
CCN(CC)C(C)CN1c2ccccc2Sc2ccccc21 (stereo unspecified) | 20µM*[quencher] | ? | -2% | · | ? | 11% | 20% | -1%

Screens from PubChem BioAssay.
